S aureus QS inh = blocks AIP-induced quorum sensing reporter in S. aureus | S. aureus RN6390 RNAIII-GFP reporter, flow cytometry 3 h | inhibition, % at 2 µM | 0.3% of 24,000 active;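 active means share of bacteria positive for the green fluorescent reporter and its mean brightness both inhibited by 50% or more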;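 further: 0% = AIP-stimulated control and 100% = unstimulated bacteria without AIP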
S aureus QS inh GFP MFI % = also measured in S aureus QS inh; calls as there; inhibition, %; measured here: inhibition of GFP MFI
Active calls of the source: *. Not all compounds are listed. The share of hits here may be higher or lower than overall.

SMILES | S aureus QS inh | S aureus QS inh GFP MFI %
CCOC(=O)C1CCN(C(=O)c2c(-c3c(Cl)cccc3Cl)noc2C)CC1 | 0 | -7
Cc1ccc(C2c3c(oc4ccccc4c3=O)C(=O)N2c2nnc(C(C)C)s2)o1 (stereo unspecified) | 5 | 12
CCN(CC(=O)O)S(=O)(=O)c1cc(Cl)ccc1Cl | -1 | 10
COc1ccc2c(c1)C(C1C(=O)CCCC1=O)c1ccccc1O2 (stereo unspecified) | 0 | -2
O=C(CN1CCC(n2nnc3cc(F)ccc32)CC1)Nc1ccc2c(c1)CCC2 | -1 | -3
Nc1c(N2CCCCC2)c(=O)[nH]c(=O)n1-c1ccccc1 | -1 | 1
CC1=CC(=C2C(=O)c3ccccc3C2=O)C=C(C)O1 | 2 | 25
Cc1nc2sc(C(c3cccc(F)c3)N3CCC(O)CC3)c(O)n2n1 (stereo unspecified) | -1 | 3
CCOc1ccccc1NC(=O)Cn1cnc2c(cnn2-c2ccc(C)c(C)c2)c1=O | -2 | -27
Cc1cc(C)n2nc(SCc3cc(=O)n4ccccc4n3)nc2n1 | 1 | 16
Cc1cc(NS(=O)(=O)c2ccc(N)cc2)no1 | -1 | -12
COc1cccc(CNC(=O)Cn2cc3c(n2)CCCCC3)c1 | -2 | -4
O=C(CSc1nc2c(c(=O)n1-c1ccc(F)cc1)SCC2)N1CCCC1 | -6 | -12
COc1ccc(C(=O)CN2C(=O)NC3(CCCc4ccccc43)C2=O)cc1OC (stereo unspecified) | 1 | 2
Cc1ccccc1NS(=O)(=O)c1cc(C(=O)N2CCCC2)ccc1C | 0 | 2
Cc1nnc(C)n1/N=C/c1cccc(Oc2ccccc2)c1 | -1 | -8
COc1ccc(/C(O)=C2/C(=O)C(=O)N(CCCN(C)C)C2c2ccc(Cl)cc2)cc1OC (stereo unspecified) | 2 | -4
CCOC(=O)N1CCN(C(=O)c2ccc3c(=O)n(-c4ccc(OC)cc4OC)c(=S)[nH]c3c2)CC1 | -1 | 2
Cc1ccc(C(=O)C2CCN(CC(=O)Nc3ccc4c(c3)OCCO4)CC2)cc1 | 1 | 2
Cc1nc(SCC(=O)Nc2cc(C)on2)c2c3c(sc2n1)CCCC3 | -2 | -3
COc1ccc(NC(=O)NCCCN2CCc3ccccc3C2)cc1 | 9 | 21
CCOC(=O)C1CCN(c2c(NCCCN3CCN(Cc4ccccc4)CC3)c(=O)c2=O)CC1 | -6 | -33
Nc1nc(-c2ccccc2)cc(-c2ccccc2O)n1 | -5 | -18
COc1ccc(C2C(C(=O)Nc3cccc(C)n3)c3ccccc3C(=O)N2C)cc1 (stereo unspecified) | -1 | 7

Given with the structure last: entries from further up.
S aureus QS inh | S aureus QS inh GFP MFI % | SMILES
-1 | 7 | COc1ccc(C2C(C(=O)Nc3cccc(C)n3)c3ccccc3C(=O)N2C)cc1 (stereo unspecified)
-1 | 2 | CCOC(=O)N1CCN(C(=O)c2ccc3c(=O)n(-c4ccc(OC)cc4OC)c(=S)[nH]c3c2)CC1

Continued:
SMILES | S aureus QS inh | S aureus QS inh GFP MFI %
CC(C)OCCCNC(=O)c1ccc2c(c1)ncn2C1CCCC1 | -2 | -28
Cc1cc(C)nc(NC(=O)c2ccc(OC(C)C)cc2)n1 | -1 | -5
Cc1nc2ncnn2c(C)c1CCC(=O)NC(C)CCc1ccco1 (stereo unspecified) | 13 | 17
O=C(N1CCCCCC1)N1CCN(C(=O)N2CCOCC2)CC1 | -1 | -39
CCCCS(=O)(=O)NC1=NCN(Cc2ccco2)CN1 | 4 | 15
CCN(CC)CCOC(=O)c1ccc(NC(=O)CCNC(=O)Cn2ccc3ccccc3c2=O)cc1 | 2 | 19
COC(=O)c1ccc(COc2ncnc3c(Cl)cc(Cl)cc23)o1 | -3 | -6
CC(=O)N1C(=O)c2cccc3cccc(c23)C(=O)N1C(C)=O | 0 | -6
c1ccc(-c2cn3cccnc3n2)cc1 | -3 | -34
COC(=O)c1ccc(OCC(=O)Nc2nn(-c3ccccc3)nc2C(N)=O)cc1 | 2 | 23
O=S(=O)(Nc1ccccn1)c1ccc(Oc2ccccc2)cc1 | 1 | 9
O=C(CNS(=O)(=O)c1ccc(Br)s1)NCc1ccc2c(c1)OCO2 | 0 | 23
COc1cc(NC(=O)Cc2ccccc2OC)cc(OC)c1 | 0 | 0
COCc1nnc(NC(=O)c2ccc(S(=O)(=O)N(C)c3ccccc3)cc2)o1 | -1 | -1
CCOC(=O)Cn1nnnc1CN(Cc1ccc(OC)cc1)Cc1cc2cc(C)cc(C)c2[nH]c1=O | 3 | 10
CCOC(=O)c1sc(=S)n(-c2ccc3c(c2)OCO3)c1N | -7 | -20
CCOc1ccc(NS(=O)(=O)c2ccc3[nH]cc(C(=O)NC(C)CC)c(=O)c3c2)cc1 (stereo unspecified) | -6 | -7
CCOC(=O)N1CCN(S(=O)(=O)c2ccc3c(c2)OCC(=O)N3)CC1 | -29 | -37
CN1CCN(c2oc(COc3ccc(-c4ccccc4)cc3)nc2C#N)CC1 | -5 | -1
CCSc1nc2c(c(=O)[nH]1)C(c1ccncc1)C(C(=O)OC)=C(C)N2 (stereo unspecified) | -1 | 2
NS(=O)(=O)c1cc2c(cc1C(F)(F)F)NCNS2(=O)=O | 0 | -24
CCN(CC)S(=O)(=O)N1CCC(C(=O)NC(C)CCc2ccccc2)CC1 (stereo unspecified) | -2 | -17
CC(=O)N1CCN=C1SCc1ccc(C)cc1 | -1 | -3
N#Cc1c(N2CCOCC2)nc(N2CCCCC2)c2c1CCN(C1CCCCC1)C2 | 19 | 36

Structural class, the compounds so far containing an NH in an aromatic ring (5)
SMILES | S aureus QS inh | S aureus QS inh GFP MFI %
Nc1c(N2CCCCC2)c(=O)[nH]c(=O)n1-c1ccccc1 | -1 | 1
CCOC(=O)N1CCN(C(=O)c2ccc3c(=O)n(-c4ccc(OC)cc4OC)c(=S)[nH]c3c2)CC1 | -1 | 2
CCOC(=O)Cn1nnnc1CN(Cc1ccc(OC)cc1)Cc1cc2cc(C)cc(C)c2[nH]c1=O | 3 | 10
CCOc1ccc(NS(=O)(=O)c2ccc3[nH]cc(C(=O)NC(C)CC)c(=O)c3c2)cc1 (stereo unspecified) | -6 | -7
CCSc1nc2c(c(=O)[nH]1)C(c1ccncc1)C(C(=O)OC)=C(C)N2 (stereo unspecified) | -1 | 2

Other entries follow.
SMILES | S aureus QS inh | S aureus QS inh GFP MFI %
CCOC(=O)N1CCC(NC(=O)CS(=O)(=O)Cc2nc(-c3ccc(C)cc3)oc2C)CC1 | 0 | -1
Cc1ccc(NC(=O)CSc2nnc(Cc3cccn3C)n2-c2ccc(F)cc2)c(C)c1 | 8 | 25
Cc1nnc(NC(=O)CSc2nc3c(c(=O)n2C)SC(C)C3)s1 (stereo unspecified) | -1 | -7
O=C(c1cc(-c2cccc(O)c2)on1)N1CCc2ccccc2C1 | -11 | -13
CC(=O)NC(C)C(=O)OCC(=O)Nc1ccc(Br)cc1 (stereo unspecified) | 0 | -10
CC(=O)N1CCc2cc(S(=O)(=O)CCC(=O)O)ccc21 | -2 | -2
COc1cc(NC2=CC(=O)CC(C)(C)C2)cc(OC)c1 | 0 | 6
Cc1oc(C)c(C(=O)NCCCC(=O)O)c1C(=O)NCCCC(=O)O | 7 | 20
CCCS(=O)(=O)Nc1c(C(=O)O)[nH]c2ccccc12 | 0 | -4
Cc1c(C)c2cc(Cl)c(O)c(CN3CCCCC3)c2oc1=O | 0 | 43
CS(=O)(=O)N1CCc2cc(C(=O)N3CCCCC3)ccc21 | -1 | 2
Nc1ccc(S(=O)(=O)c2ccc(N)cc2)cc1 | -1 | -5
CCS(=O)(=O)N1CCC(C(=O)NCc2ccco2)CC1 | -2 | -27
CCOC(=O)N1CCN(S(=O)(=O)c2ccc3[nH]c(=O)sc3c2)CC1 | -3 | -11
COC(=O)c1ccc(CSc2nc3c(cnn3-c3ccc(C)cc3)c(=O)[nH]2)o1 | -4 | -15
CC12C(=O)N(c3ccccn3)C(=O)C1C1C=CC2C1 (stereo unspecified) | 0 | 1
COc1ccc(OC)c(NC(=O)C2CCCN(S(=O)(=O)c3c(C)noc3C)C2)c1 (stereo unspecified) | 0 | -3
C=CCNS(=O)(=O)c1ccc2nsnc2c1 | 4 | 26
Cc1ccc(-n2ncc3c(=O)n(CC(=O)N4CCCc5ccccc54)cnc32)cc1C | 0 | -14
COC(=O)c1ccc(-n2nnnc2SCc2nn[nH]n2)cc1 | 0 | 0
CCOc1ccc(C(=O)Nc2ccc(NC(=O)c3ccco3)c(Cl)c2)cc1Br | 0 | -23
Cc1[nH]nc(N=CC2=C(O)CC(C)(C)CC2=O)c1-c1ccccc1 | 1 | 6
CCOC(=O)c1sc(NC(=O)c2cccnc2)nc1C | -1 | 0
CCC(C)(NC(=O)c1ccc(=O)[nH]c1)C(=O)NC1CCCC1 (stereo unspecified) | 0 | 3
Cc1oc(-c2ccccc2F)nc1CS(=O)(=O)CC(=O)NCCCN1CCc2ccccc2C1 | -5 | -8
CC(C)CCNC(=O)C(c1ccco1)N(CC1CCCO1)C(=O)Cn1nnc2ccccc21 (stereo unspecified) | 0 | 9
CCc1cc(=O)n2[nH]c(C)c(-c3ccccc3OC)c2n1 | 0 | 7
CCCOC(=O)NC(CC)COC(=O)Nc1cccc(C)c1C (stereo unspecified) | 4 | 8
Cn1nc(C(=O)Nc2cccc(C(F)(F)F)c2)ccc1=O | 1 | 18
Cc1[nH]nc2c1C(c1cccc(OC(=O)N3CCOCC3)c1)C(C#N)=C(N)O2 (stereo unspecified) | -3 | 0
COc1cc(NC(=O)c2noc3c2CCCC3)c(OC)cc1Cl | -2 | -8
CN1CCN(c2nc(-c3cccs3)cc(C(F)(F)F)n2)CC1 | -1 | -7
COc1ccc(N2C(=O)C3CCCN3C2c2cccc(F)c2)cc1Cl (stereo unspecified) | 9 | 17
CCC1CCCN1Cn1cnc2c([nH]c3ccccc32)c1=O (stereo unspecified) | 0 | -21
COc1ccccc1CN1CCCC(C(=O)N(C)Cc2ccccc2)C1 (stereo unspecified) | 0 | 6
COC(=O)C1=C(C)Nc2nnnn2C1c1ccc(Cl)cc1Cl (stereo unspecified) | -3 | -10
COc1cccc(CNC(=O)C2CCN(S(=O)(=O)c3ccc(F)cc3)CC2)c1 | 0 | 3
CC(C)(C)SCCNC(=O)CSc1ccccc1 | -1 | -4
CCOC(=O)c1cccc(NC(=O)C2CCCN(S(=O)(=O)c3c(C)nn(C)c3C)C2)c1 (stereo unspecified) | -2 | -8
COc1ccc(S(=O)(=O)Cc2ccc(C(=O)N3CCN(c4ccccc4)CC3)o2)cc1 | 2 | 19
CCOC(=O)CSc1nnc(CNC(=O)Cc2ccccc2)n1C | -6 | -9
CCn1c(=N)n(CC(=O)C23CC4CC(CC(C4)C2)C3)c2ccccc21 | 0 | 2
CCCSc1nc2c(cnn2-c2ccc(Cl)cc2)c(=O)[nH]1 | -1 | -1
Cc1ccc2oc(=O)c3cnn(CC(=O)N(CCC(C)C)Cc4ccco4)c3c2c1 | -2 | -7
CSc1nc(C2CC2)cc(-c2cccs2)c1C#N | 4 | 12
O=C(CSc1nnc(NC(=O)CN2CCOCC2)s1)Nc1ccccc1 | 2 | 6
CCCCNC(=O)OCCNC(=O)Oc1cccc(C)c1 | 0 | -25
COc1ccc(S(=O)(=O)Nc2ccc(C)cc2)cc1OC | 2 | 10
CCCCn1nnnc1SCC(=O)N1CCN(C(=O)c2ccco2)CC1 | 0 | 3
CC(C)(C)n1nc2c(c1NC(=O)COc1ccc(Cl)cc1)CSC2 | -1 | -4
CC(C)(C)n1ncc2c(=O)n(CC(=O)c3ccc(Cl)cc3)cnc21 | -5 | -1
O=C(CCn1nc(-c2ccc(Cl)cc2)ccc1=O)N1CCOCC1 | 0 | 9
COCCNC(=O)c1cc(-c2ccc(OC)c(OC)c2)on1 | 3 | 16
CCOC(=O)N1CCC(NC(=O)Cn2cc3c(n2)CCCCC3)CC1 | 2 | -12
CCCCN(CC)S(=O)(=O)N1CCC(C(=O)NCCCN2CCOCC2)CC1 | -1 | 4
CCOC(=O)N1CCN(c2c(NCCN(C)Cc3ccccc3)c(=O)c2=O)CC1 | 2 | 8
CCOC(=O)Cn1c(=O)oc2cc(S(=O)(=O)N3CCCC(C(=O)OCC)C3)ccc21 (stereo unspecified) | -6 | -14
COc1ccc(-c2cc(C(=O)N3CCN(C(c4ccccc4)c4ccccc4)CC3)no2)cc1 | 12 | 45
Cc1ccc(CNC(=O)CCCn2c(=O)[nH]c3ccccc3c2=O)cc1 | 50 | 48
Cc1onc(-c2ccccc2)c1C(=O)N1CCOCC1 | 0 | 4
Next part:
SMILES | S aureus QS inh | S aureus QS inh GFP MFI %
O=c1cnnc(NCc2ccccc2)[nH]1 | 0 | 6
O=C(Nc1ccc(Cl)cc1)C1CC=CCC1C(=O)OCC(F)(F)C(F)F (stereo unspecified) | 0 | -4
O=C(c1ccco1)N1CCN(C(=O)c2ccc(Cn3cc(Br)cn3)o2)CC1 | -2 | -4
COC(=O)c1cc2sc(Cl)cc2n1CC(=O)Nc1cccc(SC)c1 | -3 | -5
Cc1cc(-c2ccccc2)c2c3c(cn2n1)c(=O)n(C)c(=O)n3C | 0 | 2
COc1cc(C2C(C#N)=C(C)NC3=C2C(=O)CC(C)(C)C3)ccc1O (stereo unspecified) | -2 | -25
CCOc1ccc(N(CC(=O)NCc2ccc(OC)cc2)S(=O)(=O)c2c(C)noc2C)cc1 | -1 | -6
COc1ccc(C(=O)OCC(=O)c2ccc(C)c(S(=O)(=O)N3CCOCC3)c2)cc1OC | -4 | -9
COc1ccc(Cn2c(CCC(=O)NCc3ccco3)nc3cccnc32)cc1 | 0 | 6
O=C(CN1C(=O)CCSc2ccccc21)Nc1cccc(F)c1 | -7 | -13
COc1ccc(Cn2c(-c3ccco3)nc3oc4ccccc4c(=O)c3c2=O)cc1 | 2 | -1
CCn1c(=O)cc(O)c2c(=O)n(C)c(=O)n(C)c21 | 0 | -2

Ordered by value in S aureus QS inh (rising): 3 from the list above.
SMILES | S aureus QS inh | S aureus QS inh GFP MFI %
COc1cc(C2C(C#N)=C(C)NC3=C2C(=O)CC(C)(C)C3)ccc1O (stereo unspecified) | -2 | -25
CCn1c(=O)cc(O)c2c(=O)n(C)c(=O)n(C)c21 | 0 | -2
COc1ccc(Cn2c(-c3ccco3)nc3oc4ccccc4c(=O)c3c2=O)cc1 | 2 | -1
